EPAC2 ag = agonists of human EPAC2 (RAPGEF4); AID 720711; Potency, µM (top dose mostly 154 µM), without a hit: at the highest dose activation, actives largely listed as activators; 360,000 compounds, 0.079% hits; EPAC2 activation, biochemical qHTS; response scale: 100% = 6.5 mM cAMP response; also: potency is read from the fitted curve at half-maximal effect; nearly all actives have a fitted effect of over 50% in size
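EPAC2 (100 nM) mixed with Rap1B loaded with BODIPY-GDP (250 nM) plus 50 uM unlabeled GDP; compounds pinned in, 5 min RT, then read every 5 min for 30 min (ex 480, em 540 nm). Normalized to cAMP control.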
DRD3 agonist = D3 dopamine receptor (human) agonism. AID 652048. P35462. D3R DiscoveRx beta-arrestin cells, luminescence, 90 min. max activation, %. 410,000 compounds, 0.58% hits; in the data active = max activation above about 30%; also: 0% is about no effect; mostly tested at two doses, the higher about 12 µM
Target sequence (P35462 whole entry, looked up): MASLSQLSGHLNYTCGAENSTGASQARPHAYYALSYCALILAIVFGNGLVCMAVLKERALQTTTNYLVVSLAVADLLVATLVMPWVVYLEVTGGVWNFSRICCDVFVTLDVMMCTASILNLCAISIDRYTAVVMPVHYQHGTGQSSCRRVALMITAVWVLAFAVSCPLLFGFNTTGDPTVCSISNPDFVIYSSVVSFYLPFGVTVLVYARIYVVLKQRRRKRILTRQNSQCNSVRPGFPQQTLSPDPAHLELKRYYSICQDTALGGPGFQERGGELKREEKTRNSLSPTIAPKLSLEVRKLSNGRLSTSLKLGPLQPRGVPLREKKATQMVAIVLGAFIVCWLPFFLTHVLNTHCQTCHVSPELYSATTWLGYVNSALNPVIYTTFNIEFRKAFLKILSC
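Agonist mode: compounds and dopamine controls were applied to plated cells for 90 min at 37 degrees C after an overnight attachment at 1500 cells/well. Luminescent read-out followed 30 - 60 minutes at room temperature with DiscoveRx detection reagent.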
D3 antag = D3 dopamine receptor (human) antagonism; P35462; D3R cells, DiscoveRx beta-arrestin luminescence, antagonist mode; active compounds read low; max response, negative = inhibition, %; 360,000 compounds, 2.5% hits; in the data active = max response below about -50%; inconclusive = no clear call, values can overlap the other calls; also: % is scaled to controls: 0 for no effect and ±100 for the full control effect; mostly tested at two doses, the higher about 12 µM
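Cells plated overnight at 1500 cells/well, then exposed to library compounds with dopamine controls for 90 minutes at 37 degrees C. DiscoveRx reagent added for 30–60 minutes at room temperature; luminescence read, quantitative HTS format.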
EPAC2 antag = blocks human EPAC2 exchange factor; Q8WZA2; EPAC2 GEF exchange of Rap1B-BODIPY-GDP, fluorescence; Potency, µM (series often up to 114 µM), without a hit: at the highest dose activity, negative = inhibition, most hits filed as inhibitors; 360,000 compounds, 0.18% hits; AID 720708; also: potency is read from the fitted curve at half-maximal effect; % is scaled to controls: 0 for no effect and ±100 for the full control effect; nearly all actives have a fitted effect of over 45% in size; many of its hits are not listed in these tables
PTHR1 agonist = activates the human parathyroid hormone receptor PTHR1; Q03431; HEK293 GP2 PTHR1 cells, GloSensor cAMP luminescence, 1 h; Potency, µM (highest dose often 115 µM), for inactives: at the top dose activation, most hits filed as activators; 410,000 compounds, 0.075% hits; AID 743266; also: potency is read from the fitted curve at half-maximal effect; nearly all actives have a fitted effect of over 55% in size; some results filed as inactive show a strong effect at the top dose; inactives centre near -15; many of its hits are not listed in these tables
Target sequence (Q03431 whole entry, looked up): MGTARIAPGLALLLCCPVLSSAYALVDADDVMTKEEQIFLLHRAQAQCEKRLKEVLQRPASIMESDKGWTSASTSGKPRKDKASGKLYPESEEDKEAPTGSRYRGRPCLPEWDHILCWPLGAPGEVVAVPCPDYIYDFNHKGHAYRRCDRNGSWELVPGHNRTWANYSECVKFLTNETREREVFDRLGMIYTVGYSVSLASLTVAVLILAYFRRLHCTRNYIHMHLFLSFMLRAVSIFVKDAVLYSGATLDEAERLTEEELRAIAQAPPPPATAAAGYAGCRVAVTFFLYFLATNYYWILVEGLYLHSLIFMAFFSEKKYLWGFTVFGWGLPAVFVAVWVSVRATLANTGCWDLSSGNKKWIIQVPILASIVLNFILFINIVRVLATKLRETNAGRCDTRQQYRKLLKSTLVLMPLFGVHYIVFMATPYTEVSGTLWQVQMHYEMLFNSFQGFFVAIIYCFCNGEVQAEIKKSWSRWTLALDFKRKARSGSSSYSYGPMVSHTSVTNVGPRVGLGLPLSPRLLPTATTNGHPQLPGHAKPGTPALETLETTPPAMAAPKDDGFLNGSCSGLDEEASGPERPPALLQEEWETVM
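HEK-293-derived GP2 cells expressing PTHR1 and a GloSensor cAMP reporter, 3,000/well, plated overnight, given luciferin plus IBMX (each 0.5 mM as added) for 1 h at 37 °C, then compound for 1 h at 37 °C. Luminescence was read after 15 min at room temperature.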
Akt phos inh = inhibitors of Akt phosphorylation. 360,000 compounds, 0.32% hits. activity change, % for hits at 50 µM. Neuro2A IGF-stimulated pAkt S473 HTRF, 20 min; active compounds read low. AID 651550; in the data active = activity change below about -80%; inconclusive = mostly about -51% to -80%; also: % is scaled to controls: 0 for no effect and ±100 for the full control effect
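Single-point screen (50 µM final compound) in Neuro2A cells stimulated 20 min with 6 nM IGF at 37 deg C. After lysis, Ser473-phosphorylated Akt read by HTRF (ex 330 nm, em 615/665 nm) as the 665/615 ratio.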
Mm-Cpn inhibitor = M. maripaludis TRiC chaperonin inhibition; purified Mm-Cpn ATPase, ADP Transcreener TR-FRET; Potency, µM (doses to about 76.9 µM), without a hit: at the top dose activity, negative = inhibition, usual class: inhibitors; 330,000 compounds, 0.031% hits; also: potency is read from the fitted curve at half-maximal effect; % is scaled to controls: 0 for no effect and ±100 for the full control effect; nearly all actives have a fitted effect of over 80% in size
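Eu-cryptate anti-ADP/ADP-d2 competition gives a ratio inversely related to ADP. Enzyme at 25 nM was pre-exposed to compound for 10 min, then given 10 uM ATP for 30 min, 37°C throughout.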
CCT chaperon mod = cytosolic chaperonin activity modulation | activity change, % (concentration not given with the values), hits read low | purified chaperonin ATPase assay, HTRF ADP detection, 30 min | 360,000 compounds, 0.3% hits; in the data active = activity change below about -30%; also: % is scaled to controls: 0 for no effect and ±100 for the full control effect
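TRiC at 40 or 20 nM final (batch-dependent) in 30 mM Tris pH 7.4, 100 mM KCl, 5 mM MgCl2, 1 mM DTT, with compound at single 76 uM and 10 uM ATP, 30 min at 37 deg C. ADP detected by HTRF Transcreener, 665/615 ratio.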
* hit, by the source's call; i = inactive; ? = inconclusive; . = not tested or not shown; & = joins results of further samples; [ ] = another dose, or the depositor's remark. Unless noted, calls follow the shape of the dose curve; as a rule, active = well fitted curve in the direction sought with a large enough effect; inconclusive = small, poorly fitted or top-dose-only effect, or another doubt; inactive = no such curve, though single readings can be large; an effect the other way counts as inactive or inconclusive.

(1) CCc1noc(C)c1C(=O)N1CCCC(N2CCN(c3ccc(F)cc3)CC2)C1 (configuration not stated)
(2) CCCCN(CC)CCNC(=O)c1[nH]c(C)c(C(C)=O)c1C
(3) Cc1ccccc1S(=O)(=O)c1c(C)cc(C)n(C(C)C)c1=O
(4) COc1ccc(C(=O)/C=C/C(=O)N(Cc2ccc3c(c2)OCO3)C(C(=O)NC2CCCCC2)c2ccncc2)c(O)c1 (configuration not stated)
(5) CCOC(=O)c1nc(Nc2ccc(N3CCC(C)CC3)cc2)c2ccccc2n1
(6) COc1ccc(-c2cc(C(F)(F)F)n3nc(C(=O)NCc4ccco4)cc3n2)cc1
(7) Cn1nc(-c2ccccc2)c(-c2nc(-c3cccc(Cl)c3)no2)c1Cl
(8) Cc1ccc(NC(=O)c2sc3nc(N4CCOCC4)c4c(c3c2N)CC(C)(C)OC4)cc1

assay / compound | 1 | 2 | 3 | 4 | 5 | 6 | 7 | 8
EPAC2 ag | 7% | 3% | 8% | 12% | 0% | 20% | -2% | 4%
DRD3 agonist | 4 | 1 | 1 | -3 | 0 | 4 | -9 | 1
D3 antag | 1 | -58* | -22 | -1 | 37 | 11 | 2 | 1
EPAC2 antag | -3% | 0% | -21% | -23% | -19% | 0% | 1% | 5%
PTHR1 agonist | -44%[inhibitor] | i | i | -5% | i | -39%[inhibitor] | i | i
Akt phos inh | i | i | i | i | i | i | i | i
Mm-Cpn inhibitor | . | 1% | 2% | -4% | -2% | -10% | -2% | 0%
CCT chaperon mod | -0.9 | 0.6 | -2.2 | -1.1 | 0.6 | -6.9 | 0.8 | -2.4

(9) COc1ccccc1CNC(=O)CN1CCC(NC(=O)c2ccccc2F)CC1
(10) CCOc1ccc(NC(=O)CN2C(=O)C3CC=CCC3C2=O)cc1 (configuration not stated)
(11) [O-]/[N+](=C/c1cccnc1)c1ccc(Br)cc1
(12) CCOC(=O)NC1(NC2CCCCC2)Oc2ccccc2O1
(13) Cc1ccc(NC(=O)COC(=O)COc2ccc(Cl)cc2C)c([N+](=O)[O-])c1
(14) CCOC(=O)C(CC)n1cnc2c(nnn2-c2cccc(OC)c2)c1=O (configuration not stated)
(15) Cc1cc(C)c(NC(=O)Cn2nnc(C(=O)NCc3cccs3)c2N)c(C)c1
(16) O=C(O)CC(NC(=O)C12CC3CC(CC(C3)C1)C2)c1cccc(Cl)c1 (configuration not stated)

assay / compound | 9 | 10 | 11 | 12 | 13 | 14 | 15 | 16
EPAC2 ag | -2% | -1% | 12% | 1% | 3% | 9% | -10% | 6%
DRD3 agonist | 1 | 3 | 0 | 0 | -3 | -4 | 7&5 | 0
D3 antag | 12 | 14 | 0 | 17 | 13 | ? | 24 | -5
EPAC2 antag | 2% | 6% | 6% | -1% | 6% | -1% | 3% | 15%
PTHR1 agonist | i | i | -21% | -15%[57.5 µM] | i | -33%[inhibitor] | -4% | -25%
Akt phos inh | i | i | i | . | i | i | i | i
Mm-Cpn inhibitor | -1% | -1% | 0% | 0% | 2% | -1% | 1% | 1%
CCT chaperon mod | 0.4 | -2.3 | -3.0 | 1.3 | -1.0 | -0.8 | -0.2 | -1.6

(17) CCc1noc(C)c1C(=O)N1CCN(S(=O)(=O)c2ccc(Br)cc2)CC1
(18) CCOC(=O)c1csc(NC(=O)CSc2nnnn2-c2cccc(OC)c2)n1
(19) Cc1csc2c(N(C)CCO)ncnc12
(20) O=C(CSc1cccc[n+]1[O-])NCCCc1ccccc1
(21) Cn1ccnc1SCC(=O)c1ccc([N+](=O)[O-])cc1
(22) COc1ccc(/C=C/C(=O)OCC(=O)Nc2cccc(Oc3ccccc3)c2)c(OC)c1
(23) CC(=O)c1cccc(N(C(=O)c2csnn2)C(C(=O)NC2CCCC2)c2ccccc2)c1 (configuration not stated)
(24) CCn1c(SCC(=O)NC2CCCC2)nc2c(c1=O)SCC2

assay / compound | 17 | 18 | 19 | 20 | 21 | 22 | 23 | 24
EPAC2 ag | 7% | 0% | -2% | -4% | 11% | 10% | 7% | 8%
DRD3 agonist | -16 | 2 | 16 | 8 | -3 | -8 | 2 | -3
D3 antag | 6 | 0 | 6 | 3 | -17 | -8 | 0 | 0
EPAC2 antag | 27% | 3% | 14% | 3% | -12% | 14% | -3% | -1%
PTHR1 agonist | -24% | -29% | i | i | 20% | i | i | -13%
Akt phos inh | i | i | i | i | i | i | i | i
Mm-Cpn inhibitor | 0% | 0% | 0% | 0% | 2% | -6% | 0% | .
CCT chaperon mod | -1.5 | 0.0 | 0.2 | -2.8 | -1.3 | -0.5 | -1.3 | -1.7

(25) CCOc1cc(C(=O)OCC(=O)Nc2ccc(SC(F)F)cc2)cc(OCC)c1OCC
(26) O=C(COc1ccc(F)cc1F)N1CCCCCCC1
(27) N/C(=N\OC(=O)c1cccnc1)c1ccc(Cl)cc1Cl
(28) Cc1c(C(=O)N2CCCC2)oc2c1-c1nn(CC(=O)NCCCOC(C)C)cc1CC2
(29) CCOc1cc(NC(=S)Nc2cccc(C)c2)c(OCC)cc1NC(=O)CC(C)C
(30) C=C1c2cccc(OC)c2O[C@H](C(=O)OCC)[C@@H]1CCCCCC
(31) O=C1c2cccc([N+](=O)[O-])c2C(=O)N1c1ccccc1
(32) COc1ccc(NS(=O)(=O)c2cccc(C(=O)N/N=C/c3ccccn3)c2)cc1

assay / compound | 25 | 26 | 27 | 28 | 29 | 30 | 31 | 32
EPAC2 ag | -5% | 2% | 8% | 8% | -17% | -11% | -2% | 2%
DRD3 agonist | 2 | 0 | -1 | 9&3 | 4 | 8 | -5 | 11
D3 antag | 32 | 8 | -5 | 11 | 31 | 8 | -14 | 13
EPAC2 antag | -25% | 0% | -10% | 0% | -3% | ? | 1% | 7%
PTHR1 agonist | i | i | -9% | -26%&-5% | -3%[57.5 µM] | i | i | i
Akt phos inh | i | i | i | i | i | i | i | i
Mm-Cpn inhibitor | -1% | -2% | -1% | 0% | 0% | -1% | 0% | 1%
CCT chaperon mod | -3.1 | 0.6 | -1.4 | -0.4 | -1.9 | -0.7 | -4.3 | -4.3

Reprinted from the part before: two entries, followed by the next part.
(31) O=C1c2cccc([N+](=O)[O-])c2C(=O)N1c1ccccc1
(32) COc1ccc(NS(=O)(=O)c2cccc(C(=O)N/N=C/c3ccccn3)c2)cc1
(33) O=C(c1ccc(S(=O)(=O)NCc2ccco2)cc1)N1CCN(c2ccccc2)CC1
(34) CCN(C(=O)C1=COCCO1)c1nc2c(C)cccc2s1
(35) Cc1ccc(CCNC(=O)c2cc(S(=O)(=O)N3CCCCC3)c[nH]2)cc1
(36) Cc1c(NC(=O)c2ccc(-c3ccccc3)cc2)cccc1C(=O)O
(37) COc1cc(NS(=O)(=O)c2ccc(-c3ccc(=O)[nH]n3)o2)cc(OC)c1OC
(38) CCCCCn1c(S(=O)(=O)O)nc2ccccc21
(39) CN(Cc1cnccn1)C(=O)CC1C(=O)NCCN1Cc1ccc(F)cc1Cl (configuration not stated)
(40) CCCCCCN1CCN(C2CN(Cc3ccc(C)cc3)S(=O)(=O)C2)CC1 (configuration not stated)

assay / compound | 31 | 32 | 33 | 34 | 35 | 36 | 37 | 38 | 39 | 40
EPAC2 ag | -2% | 2% | 1% | 19% | 6% | 0% | 4% | -3% | -5% | -1%
DRD3 agonist | -5 | 11 | -4 | 8 | 12 | 6 | -1 | 2 | 1 | -10
D3 antag | -14 | 13 | 14 | -1 | 5 | 24 | -12 | -16 | 12 | 0
EPAC2 antag | 1% | 7% | -16% | -19% | -2% | 2% | 5% | 3% | 4% | 3%
PTHR1 agonist | i | i | 0% | -23% | -43% | i | 15% | 5%[57.5 µM] | i | -12%
Akt phos inh | i | i | i | i | i | i | i | i | i | i
Mm-Cpn inhibitor | 0% | 1% | 1% | -18% | -1% | 1% | -2% | -1% | ? | .
CCT chaperon mod | -4.3 | -4.3 | 0.4 | -0.2 | -0.7 | -16 | -2.1 | -1.6 | -0.3 | -3.4

(41) CC1(C(=O)NCc2cccc3ccccc23)CCN1C(=O)C1(c2ccccc2)CCCC1 (configuration not stated)
(42) CCC(CC)NC(=O)c1nn(Cc2ccccc2)c(=O)c2ccccc12
(43) CCOc1ccc(S(=O)(=O)N2CCC(C(=O)NCc3cccnc3)CC2)cc1C
(44) CC(C)CNC(=O)C1(C)CCCCCN1C(=O)c1cc(C#N)cs1 (configuration not stated)

assay / compound | 41 | 42 | 43 | 44
EPAC2 ag | 8% | -6% | -5% | 4%
DRD3 agonist | 1 | 3 | -3 | 6
D3 antag | 0 | 5 | 4 | 0
EPAC2 antag | 2% | 1% | 2% | 18%
PTHR1 agonist | -11% | -40%[inhibitor] | -1% | i
Akt phos inh | i | i | i | i
Mm-Cpn inhibitor | . | 1% | 1% | .
CCT chaperon mod | -1.2 | 1.0 | 0.7 | -2.4

An excerpt of these results, with each value named:
#42 CCC(CC)NC(=O)c1nn(Cc2ccccc2)c(=O)c2ccccc12
  EPAC2 ag = -6%; DRD3 agonist = 3; D3 antag = 5; EPAC2 antag = 1%; PTHR1 agonist = -40%[inhibitor]; Akt phos inh = i; Mm-Cpn inhibitor = 1%; CCT chaperon mod = 1.0
#41 CC1(C(=O)NCc2cccc3ccccc23)CCN1C(=O)C1(c2ccccc2)CCCC1 (configuration not stated)
  EPAC2 ag = 8%; DRD3 agonist = 1; D3 antag = 0; EPAC2 antag = 2%; PTHR1 agonist = -11%; Akt phos inh = i; Mm-Cpn inhibitor = .; CCT chaperon mod = -1.2
#43 CCOc1ccc(S(=O)(=O)N2CCC(C(=O)NCc3cccnc3)CC2)cc1C
  EPAC2 ag = -5%; DRD3 agonist = -3; D3 antag = 4; EPAC2 antag = 2%; PTHR1 agonist = -1%; Akt phos inh = i; Mm-Cpn inhibitor = 1%; CCT chaperon mod = 0.7

Not all compounds are listed; rates above refer to the full screens.
